Nrf2 ARE act – activates Nrf2 signaling. AREc32 ARE-luciferase reporter (MCF7-derived line), luminescence, 24 h. Potency, µM (titrated, usually from 46.1 µM), for the others: at the highest dose activation, hits mostly activators. hit rate 0.31% among 410,000. AID 624171; note: potency is the fitted concentration of half-maximal effect; % of control where 0% means no effect; nearly all actives have a fitted effect of over 65% in size
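Reporter line AREc32 (ARE-Fluc), seeded overnight in OPTI-MEM with 5% FBS; compound pin-transferred, 24 hr at 37 deg C, 5% CO2; luminescent read-out.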
A549 tox – A549 cytotoxicity, counter-screen for Nrf2 inhibitors | AID 504648 | A549 ARE-Fluc cells, CellTiter-Fluor viability, 18-24 h | Potency, µM (highest dose often 46 µM), inactives show top-dose activity change, negative = cytotoxicity, usual class: inhibitors | hit rate 0.16% among 390,000; note: potency is the fitted concentration of half-maximal effect; % is set by controls: 0 for no effect and ±100 for the full control effect
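Cytotoxicity counterscreen: CellTiter-Fluor fluorescence was measured in A549 ARE_Fluc cells after 18-24 h of compound exposure in a concentration series. The subsequent BugLite luminescent read reports ARE-luciferase activity.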
HepG2 viability – counter-screen for TGF-b inhibitors: cytotoxicity in HepG2 cells; HepG2 CAGA-GFP viability, ATP luminescence, 18 h; Potency, µM (series often up to 46.1 µM), for inactives: at the highest dose activity change, negative = cytotoxicity, usual class: cytotoxic; hit rate 0.76% among 410,000; AID 588856; note: potency is the fitted concentration of half-maximal effect; some results filed as inactive show a strong effect at the top dose
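CellTiter-Glo luminescence gave cytotoxicity after 18 hours at 37 degrees C. The cells were HepG2 CAGA-GFP in 1% FBS DMEM, stimulated with 500 pg/mL TGF-beta after compound addition. %Activity was normalised to no-cell wells (complete cell-killing) and DMSO (no toxicity), and curves were fitted and classified.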
TGFb inhibitor – blocks TGF-b signaling | HepG2 CAGA-GFP TGF-b/SMAD3 reporter, GFP fluorescence, 18 h; TGF-beta stimulated, 500 pg/mL final | Potency, µM (series often up to 46.1 µM), for the others: at the highest dose activity, negative = inhibition, usual class: inhibitors | hit rate 1.2% among 410,000 | AID 588855; note: potency is the fitted concentration of half-maximal effect; % is set by controls: 0 for no effect and ±100 for the full control effect; nearly all actives have a fitted effect of over 65% in size
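GFP signal (ex488/em500-530) from TGF-beta-stimulated HEPG2 CAGA-GFP cells, 500 pg/mL final, 18 h at 37 degrees C in DMEM plus 1% FBS, normalized to unstimulated and DMSO-stimulated controls.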
CCT modulator – cytosolic chaperonin activity modulation | purified chaperonin ATPase assay, HTRF ADP detection, 30 min | activity change, % (concentration not given with the values), hits read low | hit rate 0.3% among 360,000 | AID 651819; in the data active = activity change below about -30%; note: % is set by controls: 0 for no effect and ±100 for the full control effect
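Enzyme 40 or 20 nM (batch-dependent) in Tris pH 7.4/KCl/MgCl2/DTT; cpd 76 uM single point; ATP 10 uM; 30 min 37 °C; Transcreener ADP HTRF detection, 30 min RT; ratio 665/615.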
Nrf2 block – Nrf2 pathway inhibition. hit rate 2.1% among 360,000. A549 ARE-Fluc reporter, luciferase luminescence, 18-24 h. Potency, µM (top dose mostly 46 µM), without a hit: top-dose activity change, negative = inhibition, usual class: inhibitors. AID 504444; note: potency is the fitted concentration of half-maximal effect; % is set by controls: 0 for no effect and ±100 for the full control effect; nearly all actives have a fitted effect of over 60% in size
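A549 ARE_Fluc cells (5000/well, 5% FBS OPTI-MEM) pre-incubated 2 h, then treated with compounds 18-24 h at 37C/5% CO2 in concentration-response. CellTiter-Fluor viability read first; BugLite luciferase luminescence after 15 min at room temperature gives Nrf2 activity.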
S2 tox – reduces viability in counter-screen for ATXN expression inhibitors | hit rate 0.49% among 400,000 | Potency, µM (series often up to 56.7 µM), most hits filed as cytotoxic | S2 cells (HEK-293 line with an ATXN2-luciferase reporter) viability, CellTiter-Fluor protease fluorescence, 24 h; note: potency is the fitted concentration of half-maximal effect; nearly all actives have a fitted effect of over 40% in size
Akt phos inh – Akt phosphorylation inhibition. hit rate 0.32% among 360,000. AID 651550. Neuro2A IGF-stimulated pAkt S473 HTRF, 20 min; stronger effect = lower value. activity change, % for hits at 50 µM; in the data active = activity change below about -80%; inconclusive = mostly about -51% to -80%; note: % is set by controls: 0 for no effect and ±100 for the full control effect
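Single-point screen (50 µM final compound) in Neuro2A cells stimulated 20 min with 6 nM IGF at 37 deg C. After lysis, Ser473-phosphorylated Akt read by HTRF (ex 330 nm, em 615/665 nm) as the 665/615 ratio.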
Mm-Cpn inhibitor – inhibitors of Methanococcus maripaludis chaperonin (MmCpn) | purified Mm-Cpn ATPase, ADP Transcreener TR-FRET | hit rate 0.031% among 330,000 | Potency, µM (highest dose often 76.9 µM), without a hit: top-dose activity, negative = inhibition, most hits filed as inhibitors | AID 504842; note: potency is the fitted concentration of half-maximal effect; % is set by controls: 0 for no effect and ±100 for the full control effect; nearly all actives have a fitted effect of over 80% in size
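ATP (10 uM final) was added to archaeal chaperonin (25 nM final) after 10 min exposure to test compound at 37°C; after 30 min further incubation, ADP was detected by competitive TR-FRET.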
* = called active by the depositor; i = inactive; ? = inconclusive; nt = no result given. Unless noted, calls come from the whole dose curve; as a rule, active = well fitted curve in the direction sought with a large enough effect; inconclusive = small, poorly fitted or top-dose-only effect, or another doubt; inactive = no such curve, though single readings can be large; an effect the other way counts as inactive or inconclusive. Random draw from the library; any-hit rate near 4.4%.

SMILES | Nrf2 ARE act | A549 tox | HepG2 viability | TGFb inhibitor | CCT modulator | Nrf2 block | S2 tox | Akt phos inh | Mm-Cpn inhibitor
Cc1sc2ncn(CC(=O)NCCCC(=O)NCc3ccc(F)cc3)c(=O)c2c1C | 1.4% | 11% | -12% | 5% | -0.9 | 3% | i | i | -3%
Cc1cc[n+](-c2[nH]c(=O)sc2/C=N/N=C(\[O-])c2ccccc2)cc1C | -0.6% | -10% | -2% | 0% | -6.4 | 1% | ? | i | -2%
Cc1ccc(-c2nnc(SCCOc3ccccc3)o2)cc1 | 0.2% | 2% | 0% | ? | nt | -3% | i | nt | nt
CCC(C)NC(=O)c1ccc([N+](=O)[O-])c(Cl)c1 (stereo not drawn) | 3.9% | -5% | -6% | 1% | -0.4 | 7% | i | i | -1%
CCN(Cc1ccccc1)C(=O)c1cc2c(s1)-c1c(C)cccc1OC2 | 4.3% | 5% | -27% | ? | nt | -10% | i | nt | nt
Cc1nnc2c(Nc3cccc(O)c3)nc3ccccc3n12 | 3.2µM* | 2% | -10% | -6% | nt | 3% | i | nt | nt
O=C(Nc1ccc2nc(SCC(=O)N3CCCC3)sc2c1)c1cccc(Cl)c1 | 4.1% | ? | -22% | ? | nt | ? | nt | nt | nt
O=C(N/C(=C\c1ccc(F)cc1)C(=O)N1CCCCCC1)c1ccccc1 | 0.1% | -5% | -28% | -13% | -3.8 | 5% | i | i | -3%
Cc1cn([C@H]2C[C@H](O)[C@@H](COS(=O)(=O)O)O2)c(=O)[nH]c1=O | 0.0% | 5% | -8% | -16% | -1.0 | -1% | i | i | -3%
COc1ccccc1NC(=O)c1cnc(SCC(=O)NCCc2ccccc2)n(C)c1=O | 4.5µM* | -4% | -6% | 23% | -1.2 | 7% | ? | i | -7%
CCc1ccccc1NC(=O)CCc1nc(-c2ccc(C)cc2)no1 | -0.6% | 1% | 9% | 13% | -0.7 | -8% | i | i | 1%
Cc1cc(C(F)(F)F)c2c(N)c(C(=O)Nc3c(Cl)cccc3Cl)sc2n1 | 3.7% | 7% | -49% | -5% | nt | nt | i | nt | nt
CCOC(=O)c1c(C)[nH]c(N=Nc2ccc(C)cc2C)c1C | 4.1% | -21% | -22% | -1% | -1.7 | 11% | i | i | 0%
CSCc1c(C(=O)Nc2ccc3c(c2)OCO3)oc2ccccc12 | 6.7% | 0% | -8% | -3% | 1.0 | ? | i | i | -5%
COc1ccc(C2N(c3ccc(OC)cc3)C(=S)N3CCCN23)cc1 (stereo not drawn) | -0.4% | -4% | 10% | 13% | -2.9 | 5% | i | i | 0%
CCCCN1C(=O)C(CC(=O)NC2CC2)CC(C(=O)N(CC)CC)=C1C (stereo not drawn) | 0.2% | nt | -17% | -13% | 0.1 | nt | i | i | nt
O=C(Cc1ccc([N+](=O)[O-])cc1)N/N=C/c1cccs1 | 3.4% | -6% | -13% | 4% | -1.2 | 10% | i | i | 0%
O=C(c1ccccc1)C(Cn1cncn1)C(Sc1ccccc1)c1ccccc1 (stereo not drawn) | 7.7% | -6% | -42% | -12% | -0.4 | -14% | ? | i | 0%
COc1ccc(NC(=S)NC(NC(=O)c2cccc(Cl)c2)C(Cl)(Cl)Cl)c([N+](=O)[O-])c1 (stereo not drawn) | 11% | ? | -56% | 22µM* | 1.1 | 26µM* | ? | nt | 0%
CCOc1ccc2[nH]c(=O)c(CN(CCO)C(=O)CC)cc2c1 | 0.2% | -4% | -4% | -4% | -0.8 | -1% | i | i | 0%
CCCCCCn1c(COc2ccccc2F)nnc1SCC(=O)N1c2ccccc2NC(=O)C1(C)C | -0.7% | -27% | -94% | ? | -1.2 | ? | ? | i | 2%
CC(C)(C)C(=O)COC(=O)c1cccc(NC(=O)c2ccco2)c1 | 6.6% | -8% | -19% | 5% | -5.2 | -6% | i | i | 0%
CCOCCCN(CC(=O)NC1CCCC1)C(=O)C(=O)Nc1ccc2c(c1)OCCO2 | 0.0% | -3% | -3% | 3% | -1.6 | 8% | ? | i | 0%
CC(C)(C)N1C(=O)c2c(C(=O)OCc3ccccc3)[nH]c(-c3ccccc3)c2C1=O | -0.9% | nt | -32% | -7% | -2.2 | nt | i | i | nt
Cc1n[nH]c(C)c1S(=O)(=O)N1CCc2ccccc2C1 | -0.8% | 1% | 8% | -3% | -1.3 | -13% | i | i | -9%

The closing four records of the section before open the next one:
SMILES | Nrf2 ARE act | A549 tox | HepG2 viability | TGFb inhibitor | CCT modulator | Nrf2 block | S2 tox | Akt phos inh | Mm-Cpn inhibitor
CC(C)(C)C(=O)COC(=O)c1cccc(NC(=O)c2ccco2)c1 | 6.6% | -8% | -19% | 5% | -5.2 | -6% | i | i | 0%
CCOCCCN(CC(=O)NC1CCCC1)C(=O)C(=O)Nc1ccc2c(c1)OCCO2 | 0.0% | -3% | -3% | 3% | -1.6 | 8% | ? | i | 0%
CC(C)(C)N1C(=O)c2c(C(=O)OCc3ccccc3)[nH]c(-c3ccccc3)c2C1=O | -0.9% | nt | -32% | -7% | -2.2 | nt | i | i | nt
Cc1n[nH]c(C)c1S(=O)(=O)N1CCc2ccccc2C1 | -0.8% | 1% | 8% | -3% | -1.3 | -13% | i | i | -9%
CC(=O)c1c(C)n(-c2cccc(C)c2)c2ccc(OC(=O)COc3ccccc3)cc12 | -0.9% | 2% | -23% | -4% | nt | 16% | i | nt | nt
Cc1cc(C)n2nc(SCC(=O)N(C)C)nc2n1 | 2.2% | 0% | 1% | -6% | -0.4 | nt | i | i | 0%
O=C(COC(=O)C1CC1)Nc1ccccc1Sc1ccccc1 | -0.4% | 3% | -1% | 3% | -0.1 | 7% | i | i | 0%
Cc1cccnc1NC(=O)c1ccc(C(=O)c2ccccc2)cc1 | 0.5% | 6% | 6% | 1% | -2.3 | 5% | i | i | -1%
CN(C)c1ccc(S(=O)(=O)N2CCCCC2)cc1NC(=O)COc1ccccc1F | 0.3% | 15% | -15% | ? | 2.0 | 11% | i | i | 1%
COc1ccc(-n2nc3c(N4CCC(C(=O)NCc5ccco5)CC4)nnc(C)c3c2C)cc1 | 0.8% | 0% | -8% | ? | -3.3 | -2% | i | nt | -1%
CCCCOc1ccc(-c2ncc(N)cn2)cc1 | 5.5% | ? | -42% | ? | -2.8 | ? | i | i | -1%
O=C(NCc1cccc(C(F)(F)F)c1)C1CCCN(c2ncccn2)C1 (stereo not drawn) | -0.1% | 0% | -7% | -23% | 0.5 | 10% | i | i | 0%
C=CCn1c(CCCOc2ccc(Cl)cc2Cl)nnc1SCC(=O)Nc1nccs1 | -0.5% | 2% | -27% | -2% | 2.2 | 1% | i | i | 1%
CCCCC[C@H](C)N1C[C@H](COCc2ccccc2)Oc2cc(N3CC[C@@H](N(C)C)C3)ccc2S1(=O)=O | -3.8% | nt | nt | nt | -0.4 | nt | 28µM* | i | nt
C/C(=N\NC(=O)C(c1ccccc1)c1ccccc1)c1ccc(O)cc1 | 2.3% | 10% | -9% | -7% | -0.8 | ? | i | i | -9%
CCOC(=O)c1[nH]c2ccc(OC)cc2c1NC(=O)NC(C)C | 0.0% | -1% | 3% | -2% | -2.7 | nt | i | i | -1%
COc1ccc(S(=O)(=O)N2CCC(C(=O)Nc3ccc(OC)c(OC)c3)CC2)cc1C | 0.8% | 0% | 2% | -2% | 1.7 | 13% | i | i | nt
O=C(Nc1ccc(Cc2ccncc2)cc1)c1cccs1 | 4.6% | 1% | -23% | -27% | -0.8 | -24% | i | i | 3%
Cc1nnc(SCc2ccccc2)n1N | -0.6% | -1% | 1% | 0% | -0.4 | 3% | i | i | -1%
O=C1CSCC(=O)N1c1ccccc1 | 0.4% | 2% | 5% | 2% | -4.7 | 0% | i | i | 1%
CCCC(=O)Nc1ccc(N2CCN(C(=O)c3ccccc3C)CC2)cc1 | -1.1% | -1% | -2% | 17% | -1.9 | 6% | i | i | 1%
COc1ccc(NC(=O)CC(C)S(=O)(=O)c2ccc3c(c2)NC(=O)CO3)cc1OC (stereo not drawn) | -1.0% | 11% | -3% | -9% | nt | nt | nt | nt | nt
CSCC(=O)N1CCC(n2nccc2NC(=O)CCCc2ccccc2)CC1 | 0.2% | -3% | -20% | -1% | -2.3 | 9% | i | i | 0%
O=C(CN1C(=O)COc2ccccc21)Nc1ccc2c(c1)OCCO2 | -0.1% | -1% | -11% | -32% | -2.2 | 8% | i | i | 1%
C=C1CN(C(C(=O)OC)C(C)C)S(=O)(=O)c2ccc(F)cc21 (stereo not drawn) | nt | -3% | 0% | -20% | nt | 6% | nt | nt | nt
C=CCN(c1ccccc1)S(=O)(=O)c1ccc2c(c1)NC(=O)C(C)C(=O)N2 (stereo not drawn) | -0.3% | -7% | 1% | 2% | -2.1 | -11% | i | i | 0%
O=C(Cc1ccccc1[N+](=O)[O-])NCc1ccccc1Cl | -0.7% | 1% | -1% | -10% | -3.6 | nt | i | nt | 1%
CCCCN(CC)C(=O)C1CCCN(S(=O)(=O)c2cccc3nsnc23)C1 (stereo not drawn) | -0.4% | 11% | 2% | 0% | 1.1 | -7% | i | i | 6%
Cc1nn(C)c(C)c1/C=C(\C#N)S(=O)(=O)c1ccc(F)cc1 | -0.1% | nt | -18% | -13% | 1.2 | nt | i | i | nt
Cc1cccnc1NC(=O)c1cc2c(=O)oc3ccccc3c2s1 | 2.0% | 1% | -6% | ? | -0.4 | -3% | i | i | -6%
Cc1nn(C(=O)c2ccco2)c(C)c1Sc1ccc(Br)cc1 | 1.0% | 0% | -4% | ? | 2.1 | 1% | i | i | -9%
Cc1ccc(N2CC(C(=O)NCCc3ccc(S(N)(=O)=O)cc3)CC2=O)cc1 (stereo not drawn) | 0.0% | -1% | 6% | ? | -0.6 | 6% | i | i | 1%
